# TNF death inh – TNF-alpha cell death inhibition in Jurkat FADD-/- cells; AID 463075; Jurkat FADD-/- TNF necroptosis rescue, ATP luminescence, 24 h; 0 = TNF only, 100 = no-TNF cells; activation (protection from cell death), % at 10 µM; actives 0.068% (n = 220,000);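 active = activation, meaning protection from cell death, of at least 50% relative to plate controls; inactive = activation below 50%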;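 note: necroptosis triggered by 40 ng/mL TNF-alpha added together with compound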
# KCC2 mod – KCC2 (human) Cl- transport modulation; KCC2 cells, thallium flux FluoZin-2 fluorescence; actives 2.2% (n = 190,000); B-score of Tl+ flux slope (higher = more flux/activation; lower = inhibition) at 10 µM;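 active = thallium flux slope and its plate-corrected score both differing from the plate sample mean at a set confidence after two filtering rounds, in either direction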;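 note: slope of fluorescence scaled to starting intensity during 10 to 20 s after thallium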
# Thrombin inh – blocks human thrombin protease activity; AID 1046; alpha-thrombin, Boc-VPR-AMC fluorogenic substrate cleavage; actives 0.26% (n = 220,000); P00734; inhibition, % at 5 µM;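 active = inhibition at or above 40%; inactive = inhibition below 40%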;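 note: 0% = enzyme with no compound and 100% = wells without enzyme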
#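 Test system: human alpha-thrombin; medium: pH 7.5 Tris-saline with Tween 20; times: reaction at room temperature; signal: AMC fluorescence at 355 nm excitation and 460 nm emission; also added: Boc-VPR-AMC substrate, 15 µM final; dosing: one concentration per compound, 5 µM, with 0.2% DMSO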
# FXIIa inh 1536 – factor XIIa (human) inhibition | P00748 | purified FXIIa, Boc-QGR-AMC fluorogenic substrate, 2 h | inhibition, % at 5 µM | actives 0.3% (n = 220,000); in the data active = inhibition above about 40%;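 note: 0% = enzyme with no compound and 100% = blank without enzyme; many of its hits are not listed in these tables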
# Target sequence (P00748 20-372 limits assumed): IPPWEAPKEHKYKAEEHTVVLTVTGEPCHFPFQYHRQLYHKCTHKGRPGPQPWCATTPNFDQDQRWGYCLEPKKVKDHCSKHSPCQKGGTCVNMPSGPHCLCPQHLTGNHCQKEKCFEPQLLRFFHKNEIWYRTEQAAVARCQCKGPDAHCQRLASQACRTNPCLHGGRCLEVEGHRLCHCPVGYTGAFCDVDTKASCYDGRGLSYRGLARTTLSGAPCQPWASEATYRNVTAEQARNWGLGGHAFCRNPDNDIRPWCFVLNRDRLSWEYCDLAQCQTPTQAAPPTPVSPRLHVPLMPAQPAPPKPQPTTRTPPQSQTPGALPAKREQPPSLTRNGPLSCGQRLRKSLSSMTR
# Target sequence (P00748 373-615 limits assumed): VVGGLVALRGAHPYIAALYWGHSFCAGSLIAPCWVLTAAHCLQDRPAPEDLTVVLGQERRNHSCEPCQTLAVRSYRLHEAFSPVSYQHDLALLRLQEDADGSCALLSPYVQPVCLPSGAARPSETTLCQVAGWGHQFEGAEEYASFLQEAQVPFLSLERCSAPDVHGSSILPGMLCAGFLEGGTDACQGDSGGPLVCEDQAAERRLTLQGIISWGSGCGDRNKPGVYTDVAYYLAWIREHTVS
# hK5 inh – blocks human kallikrein 5 protease activity. recombinant hK5, fluorogenic AMC substrate cleavage. inhibition, % at 5 µM. actives 0.59% (n = 210,000);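 active = inhibition of 40% or more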;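 note: 0% = enzyme controls without compound and 100% = no-enzyme blanks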
# Target sequence (Q9Y337 67-293 limits assumed): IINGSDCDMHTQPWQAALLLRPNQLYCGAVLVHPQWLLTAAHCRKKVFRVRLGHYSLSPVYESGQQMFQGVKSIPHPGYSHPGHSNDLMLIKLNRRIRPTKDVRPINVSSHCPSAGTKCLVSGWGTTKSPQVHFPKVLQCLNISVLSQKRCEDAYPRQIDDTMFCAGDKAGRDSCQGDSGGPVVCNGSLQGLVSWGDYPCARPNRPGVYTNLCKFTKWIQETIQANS
# Hck Nef HTS – inhibitors of human Hck kinase activated by Nef; P08631; Recombinant Hck-YEEI plus Nef, Z-Lyte FRET kinase assay; inhibition, % at 20 µM; actives 0.68% (n = 220,000); AID 463187;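 active = Hck-Nef kinase inhibition above about 50%, limit read from the data; inactive = inhibition below that limit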;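 note: 0% = DMSO with Hck plus Nef and 100% = Hck alone without Nef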
# FXIa inh 1536 – factor XIa (human) inhibition | P03951 | purified FXIa, Boc-Glu-Ala-Arg-AMC fluorogenic substrate | inhibition, % at 5 µM | actives 0.14% (n = 220,000) | AID 798;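 active = inhibition of at least 40%; inactive = inhibition below 40%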;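 note: fluorescence of freed AMC excited at 355 nm; 0% = enzyme without compound and 100% = no enzyme blank; many of its hits are not listed in these tables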
# zVAD death inh – blocks zVAD induced death of L929 cells. L929 zVAD necroptosis rescue, ATP luminescence, 24 h; with zVAD 60 µM. viability rescue, % at 10 µM. actives 0.38% (n = 220,000);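 active = activation, scaled between plate controls, above about 75%, limit read from the data; inactive = activation under that limit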;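 note: 0% = zVAD with DMSO and 100% = DMSO alone without zVAD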
# Rad51 HR inh – blocks human Rad51 in homologous recombination; Q06609; hRad51 DNA strand exchange, fluorescence dequenching; inhibition, % at 10 µM; actives 0.085% (n = 200,000);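 active = inhibition above 40% at the single screening dose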;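 note: 0% = DMSO control wells and 100% = blanks with heterologous ssDNA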
#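 Material: Human Rad51 nucleoprotein filaments preassembled on unlabelled ssDNA | Also added: Labelled 47-mer dsDNA for strand exchange | Dosing: Single dose, 10 µM final compound | Schedule: 30-min compound preincubation and 15-min exchange, both room temperature | Technique: Fluorescence dequenching at 485/520 nm | Measure: Percent inhibition relative to plate controls and blanks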
# Active calls of the source: *; . = no result given; & = joins results of further samples.
SMILES,TNF death inh,KCC2 mod,Thrombin inh,FXIIa inh 1536,hK5 inh,Hck Nef HTS,FXIa inh 1536,zVAD death inh,Rad51 HR inh
CCOC(=O)C(Sc1nnc(-c2ccncc2)o1)C(C)=O (stereo not drawn),-2.1,0.012,-5,5,-14,2,2,-0.3,-5
O=C(Cc1cc(=O)[nH][nH]1)N/N=C/C=C/c1ccccc1,-2.6&-2.8,0.23&-0.85,-5,4,12,-1&-2,24,-0.5&-0.5,-10
COCCCN1C(=O)C(O)=C(C(C)=O)C1c1ccccn1 (stereo not drawn),-1.3,-0.37,2,14,-13,0,6,-0.3,5
Cc1nc(SCC(=O)Nc2c(C)n(C)n(-c3ccccc3)c2=O)nc(C)c1C,-1.8,0.11,-2,-2,-1,-1,-1,-0.1,-5
Cn1ccnc1C(=O)c1ccc(NN)c([N+](=O)[O-])c1,-1.6,0.29,1,8,5,23,3,-0.2,-4
COc1ccc(C(=O)NC2c3ccccc3-c3ccccc32)cc1,-4.2,-0.22,-13,12,7,2,1,0.5,-3
Cc1cc(C)c(C#N)c(N2CCCC(C(N)=O)C2)n1 (stereo not drawn),0.3,.,-2,13,-12,7,-1,1.2,4
CO/N=C/NC(=O)c1c(OC)ccnc1Oc1ccc(F)cc1,-4.6,.,2,18,-4,1,2,0.0,8
O=C(c1ccco1)N1CCN(c2ncnc3c(-c4ccccc4)nsc23)CC1,-1.5,-0.13,0,8,-16,1,4,-0.2,-3
CCCCNc1nc2sc3c(c2c(=O)n1-c1cccc(Cl)c1)CCN(C)C3,1.4,0.26,-7,3,-1,-24,-7,-0.5,-22
CCOC(=O)c1c(NC(=O)CN(CC)CC)sc2c1CCN(C(=O)OCC)C2,1.0,-1.8,3,15,-8,2,-4,3.1,-9
O=C(CSc1ccc(-c2ccco2)nn1)NCc1ccccc1,0.6,1.3,-2,9,-1,2,3,0.3,-10
CN(C)/C=C/C(=O)c1ccc(Oc2ncccn2)cc1,-0.1,1.7,1,2,-8,-2,-5,0.5,14
COC(=O)c1sccc1-n1cccc1C(=O)NCc1ccccc1,-2.8,0.73,-3,0,-2,2,-5,0.5,3
COc1ccc(NC(=O)c2c(C(F)(F)F)nn(C)c2SCc2ccccc2)cc1,-3.4,-0.87,4,11,-8,1,3,0.3,0
COC(=O)c1ccc(C(=O)OC)c(NC(=O)CSc2cccc[n+]2[O-])c1,-2.9,1.5,-6,-8,-2,1,-7,0.1,-2
Cc1nn(-c2ccccc2)c(N2CCCCC2)c1/C=N/O,-0.9,-0.095,1,3,-3,1,-2,0.2,0
O=C(O)c1cccc(N2C(=O)c3ccc(Oc4ccc(Cl)cc4)cc3C2=O)c1,-0.3,.,0,7,.,2,2,-0.7,-13
O=C(CSc1nc2ccccc2o1)N1c2ccccc2Sc2ccccc21,-0.9,-1,3,19,-13,5,10,2.0,5
O=C(Nc1cccc(-c2nnc(-c3ccco3)o2)c1)c1ccccc1,1.3,-1.1,-3,12,-9,8,0,7.2,-5
Cn1cc(C(=O)NCCN2CCN(c3cccc(Cl)c3)CC2)c2c3ccccc3n(C)c2c1=O,-2.8,0.53,-3,14,-4,-4,-3,2.0,.
CCOC(=O)C1CCN(C(=O)c2ccc3snnc3c2)CC1,-0.4,0.86,2,15,-1,-1,6,0.8,-1
CC1CN(C(=O)COC(=O)c2cc(Cl)ccc2Cl)CC(C)O1 (stereo not drawn),-0.1,-0.75,16,38,32,-5,29,-0.2,-7
COc1ccc(CC(=O)O)cc1O,-0.1,1.8,4,12,5,15,2,0.1,-2
Cn1c(=O)c(C(=O)CSc2ccccc2)c(N)n(Cc2ccccc2)c1=O,1.2,1.4,-8,7,-6,3,-3,0.6,-11

# Already shown: 4 of the compounds above.
SMILES,TNF death inh,KCC2 mod,Thrombin inh,FXIIa inh 1536,hK5 inh,Hck Nef HTS,FXIa inh 1536,zVAD death inh,Rad51 HR inh
CCOC(=O)C(Sc1nnc(-c2ccncc2)o1)C(C)=O (stereo not drawn),-2.1,0.012,-5,5,-14,2,2,-0.3,-5
O=C(Cc1cc(=O)[nH][nH]1)N/N=C/C=C/c1ccccc1,-2.6&-2.8,0.23&-0.85,-5,4,12,-1&-2,24,-0.5&-0.5,-10
COCCCN1C(=O)C(O)=C(C(C)=O)C1c1ccccn1 (stereo not drawn),-1.3,-0.37,2,14,-13,0,6,-0.3,5
Cc1nc(SCC(=O)Nc2c(C)n(C)n(-c3ccccc3)c2=O)nc(C)c1C,-1.8,0.11,-2,-2,-1,-1,-1,-0.1,-5

# Continued:
SMILES,TNF death inh,KCC2 mod,Thrombin inh,FXIIa inh 1536,hK5 inh,Hck Nef HTS,FXIa inh 1536,zVAD death inh,Rad51 HR inh
Cn1c(N)c(C(=O)COC(=O)CCc2ccccc2)c(=O)n(C)c1=O,-0.5,-0.3,-5,8,-2,-4,-5,1.6,5
COc1ccccc1NC(=O)COC(=O)C1CC1,0.9,-0.012,-1,7,-2,21,-3,1.9,9
O=C(Nc1ccc(N=Nc2ccccc2)cc1)c1cccc(Cl)c1,-3.2,.,2,18,-5,0,4,-0.1,1
CC(=O)c1c(COC(=O)c2ccccc2Cl)nc2ccccc2[n+]1[O-],-0.6,0.29,0,11,1,24,-2,-0.4,8
CCOc1ccc(Nc2oc(-c3ccco3)nc2C#N)cc1,-1.8,-0.024,6,13,-17,-7,7,2.5,0
O=C(CCn1c2c(c3ccccc31)CCCC2)NNC(=O)c1cccc([N+](=O)[O-])c1,2.4,-1.8,-11,6,-3,0,1,0.1,-7
CCC(C)n1c(=N)c(C#N)cc2c(=O)n3cccc(C)c3nc21 (stereo not drawn),0.4,-2.6,7,2,-9,40,-4,69,29
COC(=O)c1ccccc1NC(=O)C1CCN(S(=O)(=O)c2cc(C)ccc2OC)CC1,0.2,.,2,17,-21,-1,1,0.8,7
CN1C(=O)C2C=CC1C1C(=O)N(c3ccccc3)C(=O)C21 (stereo not drawn),-2.0,-4,-1,7,-25,2,1,-0.1,-3
COc1ccc(S(=O)(=O)N(C)CC(=O)Nc2ccc3c(c2)OCO3)cc1OC,-0.9,-0.087,4,-1,-2,10,4,6.1,-4
CC(/C=C/c1ccco1)=N\NC(=O)c1cc(C)[nH]n1,-0.6,.,3,15,-39,1,5,0.5,6
NCCCC[C@H]1CNC(=S)N1CCCCC1CCCCC1,1.3,0.99,0,7,4,-9,1,4.1,2
Cc1cnc(C(=O)N2CCCC(C(=O)c3ccc(C(F)(F)F)cc3)C2)cn1 (stereo not drawn),1.0,-0.39,-3,7,-4,18,-5,3.6,2
O=C(CN1CCC(N2CCCCC2)CC1)N1CCCc2ccccc21,-0.3,-0.96,-6,9,-13,0,3,-0.6,2
CN=C(Nc1ccc(Cl)cc1)c1ccc(C(F)(F)F)cc1,0.9,0.21,1,7,3,0,7,-0.1,-1
COc1ccc(CCCc2nnc(SCc3nc4ccccc4c(=O)[nH]3)n2C)cc1C,0.2,0.014,-12,2,-5,-26,-4,-1.0,-6
CC(=O)Cn1ncc(N2CCOCC2)c(Br)c1=O,0.1,0.0068,-1,5,-10,-2,0,1.7,19
Cc1ccc(Nc2ccc(C(N)=O)cc2[N+](=O)[O-])cc1,-3.5,-0.29,2,12,-8,2,2,0.4,-12
C=CCn1c(SCC(=O)O)nnc1-c1ccccc1,-1.8,2.9,-2,15,-3,5,36,0.7,-3
CC(C)COc1ccc(C(=O)Nc2ccc(SC(F)F)cc2)cc1,0.8,-2,-4,6,-12,0,8,3.8,8
Cc1ccccc1OCc1nnc(SCc2cc(=O)[nH]c3ccccc23)o1,-0.6,-0.019,-6,6,-7,4,1,-1.4,10
Cc1cc(C)c(NC(=O)c2c[nH]c(=S)n2-c2ccc(F)cc2)c(C)c1,0.5,0.73,-14,5,-2,28,0,2.3,4
O=C(O)c1cccc(N=NN2CCOCC2)c1,-0.3,1.6,-8,6,-3,2,-2,7.1,4
COc1ccc(Cn2c(=O)[nH]c3cc(C(=O)NC4CCCC4)ccc3c2=O)cc1,-0.1,0.67,11,18,17,-2,6,-0.5,-21
O=C(Nc1ccc(Cl)cc1)N1CCN(Cc2ccc3c(c2)OCO3)CC1,0.7,0.061,-7,4,-3,16,-3,0.6,0
SMILES,TNF death inh,KCC2 mod,Thrombin inh,FXIIa inh 1536,hK5 inh,Hck Nef HTS,FXIa inh 1536,zVAD death inh,Rad51 HR inh
Cc1ccc(C)c(/C=N/Nc2nc3ccccc3c(=O)n2O)c1,0.7,4,-1,4,-1,-8,1,-0.1,3
Cc1ccc(S(=O)(=O)N2CCCC2C(=O)Nc2nc3ccccc3s2)cc1 (stereo not drawn),0.1,-2.9,1,15,4,-1,5,0.4,1
COc1ccc(/C=N/N=C(\N)c2nonc2N)cc1,-0.4,0.023,2,4,-10,17,-5,1.5,36
Cn1c(Cc2ccc3c(c2)OCO3)nnc1SCC(=O)NC(C)(C)C,0.5,.,-2,1,-11,20,-4,1.8,13
COc1ccc2c(C(=O)CN3CC(C)OC(C)C3)c[nH]c2c1 (stereo not drawn),1.6,.,-2,15,1,1,3,2.9,-15
O=c1c(/C=C(\O)c2ccccc2)nc2ccccc2n1-c1ccccc1,-1.9,-1.1,-8,-7,-5,-2,-12,0.4,-24
Cc1ccccc1-n1c(=O)c2ccccc2n2cnnc12,-2.4,0.065,-5,-1,-4,-11,-9,-0.1,0
COc1ccc(NC(=S)NNc2ccc([N+](=O)[O-])cc2S(=O)(=O)Nc2ccc(C)cc2C)cc1,-2.2,-0.5,-7,6,-12,7,3,1.9,-12
O=C(Nc1cc(-c2nn(CC(=O)N3CCCCC3)c(=O)c3ccccc23)ccc1N1CCOCC1)c1ccc(Cl)cc1,0.2,1.1,-2,15,-2,2,1,-0.3,5
Cc1nc(C(=O)NC2CC2)sc1C1(C)CC(c2ccccc2)=NO1 (stereo not drawn),-1.1,0.03,-2,5,2,18,1,-0.4,0
O=C(Nc1ccc(N2C(=O)C3C4C=CC(C4)C3C2=O)cc1Cl)c1cccs1 (stereo not drawn),0.3,0.39,-12,4,-5,-6,-5,4.7,-1
Cc1ccc(C(=O)N(CC(=O)NC2CCCCC2)c2ccccc2F)s1,-0.9,-0.63,-8,6,1,21,-4,2.3,3
COc1ccc(-n2c(=O)c3c(C)c(C)sc3n(Cc3cccc(F)c3)c2=O)c(OC)c1,-2.2,-1.2,3,-3,-19,-6,-5,1.0,11
CC(C)CC1(C(=O)NCc2ccccn2)C=CCN1C(=O)c1ccccc1 (stereo not drawn),0.2,1,-3,2,-9,2,-2,1.3,-2
Cc1cc(C(=O)Nc2ccc(S(=O)(=O)Nc3onc(C)c3C)cc2)c(C)o1,1.1,.,-3,11,-20,5,-2,2.0,-4
O=C(Cc1coc(-c2ccc(F)cc2)n1)Nc1ccccc1,2.1,-3.8*,-5,-1,-4,-5,-3,-0.5,-2
O=C1N=C(N2CCOCC2)S/C1=C\C=C/c1ccccc1,-6.8,.,-3,-1,3,2,-1,0.4,-2
Cn1cc(CCNC(=O)CC2C(=O)NCCN2Cc2cccc(Oc3ccccc3)c2)cn1 (stereo not drawn),0.4,.,9,23,19,11,30,-0.3,-2
CC(C)CN(C(=O)COC(=O)C12CC3CC(CC(O)(C3)C1)C2)C1CCS(=O)(=O)C1 (stereo not drawn),0.6,.,0,18,2,0,8,0.6,3

# The list is partial; the hit share may differ from the screen's.
